Source: PubChem (several laboratories)
PfHsp40 yeast – restores yeast growth despite PfHsp40 toxicity; S. cerevisiae expressing PfHsp40, growth rescue, ATP luminescence; growth rescue, % at 12.5 µM; hit rate 0.68% among 340,000; in the data active = growth rescue above about 28%, passing the limit was not always enough;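 note: yeast W303a lacking pdr1 and pdr3 grown in galactose medium; growth measured after three days at 30 °C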
BH1578 lux ind – induces V. cholerae light production without autoinducers | hit rate 0.16% among 350,000 | V. cholerae BH1578 lux reporter, luminescence, 6 h | activation, % at 18.7 µM | AID 588436; in the data active = activation mostly above about 9.7%, no sharp cut-off; note: not every result past the cut was called active; inactives centre near 0; reference of the scale not given here
TcdB GH inh – blocks C. difficile toxin B glycohydrolase activity. hit rate 0.24% among 350,000. P18177. TcdB glycohydrolase enzymatic assay, plate reader. inhibition, % at 9.99 µM; in the data active = inhibition above about 10%
Y pestis TopoI – blocks Yersinia pestis topoisomerase I activity; Y. pestis Topo-I cleavage product accumulation, plate reader; activity, % at 10 µM; hit rate 0.064% among 360,000; AID 504884; in the data active = activity above about 50%, passing the limit was not always enough; note: inactives centre near 2
FBA Mtb inh – Mtb fructose-bisphosphate aldolase inhibition; inhibition, % at 1 µM; P9WQA3; purified M. tuberculosis FBA, fluorescence read-out; hit rate 2.3% among 360,000; in the data active = inhibition above about 27%;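 note: 0% = vehicle and 100% = reference inhibitor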
Target sequence (P9WQA3 whole entry, looked up): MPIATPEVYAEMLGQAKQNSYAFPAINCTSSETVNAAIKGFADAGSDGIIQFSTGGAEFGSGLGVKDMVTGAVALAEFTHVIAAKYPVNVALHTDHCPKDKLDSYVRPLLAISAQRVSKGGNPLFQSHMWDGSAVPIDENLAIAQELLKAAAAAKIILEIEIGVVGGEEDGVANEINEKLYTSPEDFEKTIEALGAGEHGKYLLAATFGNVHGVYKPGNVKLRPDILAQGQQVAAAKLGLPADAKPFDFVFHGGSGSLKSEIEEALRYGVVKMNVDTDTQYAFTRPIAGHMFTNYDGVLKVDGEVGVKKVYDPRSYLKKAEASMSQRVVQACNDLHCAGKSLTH
FadD28 FP inh – blocks FadD28 binding to the bisubstrate probe; fluorescence polarization; AID 588549; inhibition, % at 12.5 µM; hit rate 0.22% among 360,000; in the data active = inhibition above about 8.5%, passing the limit was not always enough
UGM FP inh – inhibitors of M. tuberculosis UDP-galactopyranose mutase | P9WIQ1 | purified UGM, fluorescence polarization probe displacement | inhibition, % at 10 µM | hit rate 0.06% among 320,000 | AID 504406; in the data active = inhibition above about 10%, passing the limit was not always enough
Target sequence (P9WIQ1 whole entry, looked up): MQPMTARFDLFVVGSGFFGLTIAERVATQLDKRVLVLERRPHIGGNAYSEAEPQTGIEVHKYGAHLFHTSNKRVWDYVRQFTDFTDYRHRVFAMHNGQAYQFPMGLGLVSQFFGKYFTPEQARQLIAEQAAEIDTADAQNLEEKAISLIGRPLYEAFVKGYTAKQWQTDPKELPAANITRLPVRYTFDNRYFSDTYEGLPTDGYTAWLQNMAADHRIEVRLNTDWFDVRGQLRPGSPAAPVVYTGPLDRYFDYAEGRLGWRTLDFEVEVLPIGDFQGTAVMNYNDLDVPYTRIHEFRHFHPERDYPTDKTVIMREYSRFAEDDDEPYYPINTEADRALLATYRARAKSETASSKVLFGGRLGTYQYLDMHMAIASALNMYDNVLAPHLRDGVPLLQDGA
GDH-TPI counter – GDH-TPI coupled enzyme inhibition counter-screen | GDH-TPI coupled enzyme counterscreen, NADH absorbance | AID 588335 | hit rate 1.2% among 360,000 | inhibition, % at 4.8 µM; in the data active = inhibition above about 30%;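 note: 0% = DMSO wells and 100% = wells lacking the enzyme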
BioA inh – inhibitors of Mycobacterium tuberculosis BioA enzyme. purified M. tuberculosis BioA enzyme, plate reader. inhibition, % at 9.99 µM. hit rate 0.096% among 360,000. AID 602481; in the data active = inhibition above about 40%
* hit, by the source's call; i = inactive; / = not tested or not shown; & = joins results of further samples.

canonical_smiles	FBA Mtb inh	FadD28 FP inh	BH1578 lux ind	BioA inh	TcdB GH inh	GDH-TPI counter	UGM FP inh	Y pestis TopoI	PfHsp40 yeast
Cn1cc(C(c2ccccn2)c2cn(C)c3ccccc23)c2ccccc21	-2.2	2.3	i	-0.9	/	-1.2	-1.2	5.4	1.8
O=C(CC(O)CCc1ccccc1)c1ccc(O)cc1 (stereo unspecified)	0.4	-4.3	-0.4	0.2	-0.2	2.9	/	3.6	-1.6
O=C(COC(=O)c1ccccc1NCCO)Nc1ccc(S(=O)(=O)NC2=NCCCCC2)cc1	83.8*	-0.6	i	-4.1	-7.0	17.8	/	15.2	1.9
Cc1cc(C(F)(F)F)n2nc(-c3sccc3-n3cccc3)cc2n1	0.0	0.0	-0.3	-1.3	/	6.4	0.8	11.0	-0.6
CC(C)CC(=O)N1CCN(C(=O)c2ccc(-c3ccccc3)cc2)CC1	-2.8	-1.2	i	-2.5	-0.4	5.5	-0.6	1.4	2.1
CC(=O)c1cccc(N(C(=O)c2ccco2)C(C(=O)NC2CCCC2)c2ccccc2F)c1 (stereo unspecified)	-1.7	-2.3	3.1	-1.7	1.2	0.4	1.2	16.4	3.9
COc1cccc2c(O)cc(=O)n(C)c12	0.5	-3.2	i	-0.6	0.0	-1.2	-0.9	-1.3	0.0
N#C/C(=C/c1ccc(-c2ccc(S(N)(=O)=O)cc2)o1)C(=O)Nc1ccccc1	-0.9	-4.9	i	0.2	/	10.3	0.3	6.6	-1.1
CCOc1ccc(-n2cc(C(=O)Nc3cccc(C)n3)c3cc(OC)c(OC)cc3c2=O)cc1	-0.3	-3.4	i	-0.4	1.7	12.7	-1.0	5.3	-1.2
O=C(NCC1CCCO1)c1ccc(S(=O)(=O)Nc2ccc(F)cc2)cc1 (stereo unspecified)	3.6	-1.1	i	-3.9	0.3	-0.7	/	-5.2	-1.0
CC(=O)c1ccc(NC(=O)COc2ccccc2C(=O)Nc2ccccc2)cc1	-3.0	-5.5	140.3*	3.1	-0.6	4.5	-0.3	2.4	-1.7
O=C(C1CC(c2ccccc2O)=NO1)N1CCCCC1 (stereo unspecified)	0.4	-2.3	3.5	3.2	0.8	-0.8	0.2	4.0	0.7
CCCNC(=O)Cc1c(C)n(C(=O)c2ccc(Cl)cc2)c2ccc(OC)cc12	1.2	-0.4	i	1.9	1.3	5.0	0.3	10.2	2.6
COc1ccc(S(=O)(=O)N2CCN(c3cc(-c4ccccc4)nc4ncnn34)CC2)cc1	0.7	-2.6	-1.0	-0.8	0.6	-3.0	3.4	29.2	1.5
Cc1ccc(OC(=O)N(C)C[C@@H]2OCc3cnnn3CCCC(=O)N([C@@H](C)CO)C[C@H]2C)cc1	-1.9	-0.8	-2.3	0.2&-2.2&-1.9	0.1&-0.1&0.6	6.2	/	-0.5	/
CCCc1nnc(NC(=O)c2c(O)c3c([nH]c2=O)CCCC3)s1	0.9	-18.2	/	-0.1	/	-2.2	-1.3	2.6	-0.2
Cc1coc2c1c(C)cc1oc(=O)c(CC(=O)NCC(=O)NCC(=O)O)c(C)c12	93.4*	-1.9	i	-2.8	0.9	19.8	0.9	6.4	0.9
O=C(Nc1nc2ccccc2s1)NC1CCCCC1	-5.4	-1.1	-0.5	/	1.5	-2.2	0.4	3.0	1.5
O=C1C(NS(=O)(=O)c2cccs2)=C(N2CCN(c3cccc(Cl)c3)CC2)C(=O)c2ccccc21	0.9	1.0	-0.3	-2.0	/	-8.1	-1.9	-20.9	1.2
CCOC(=O)c1c(NC(=O)CSc2nnc(-c3c[nH]c4ccccc34)n2CCOC)sc2c1CCCCC2	-0.2	-3.9	-0.8	-0.9	1.0	6.6	-1.7	32.0	1.2
CC(=O)c1ccc(OCC(O)CN2CCN(c3ccccn3)CC2)cc1 (stereo unspecified)	0.6	-3.8	i	2.5	0.4	-3.4	0.0	-4.3	/
O=C(CCc1nnc2n(Cc3ccc(Cl)cc3)c(=O)c3ccccc3n12)N1CCN(c2ccccn2)CC1	2.1	-4.2	3.1	1.4	/	1.7	3.0	6.9	3.1
Cc1cccc(-c2nc3c(c(SCC(=O)N(C)C)n2)CCCC3)c1	1.0	-1.4	i	0.4	/	-2.5	-1.2	19.5	6.0
CS(=O)(=O)c1ncc(CO)n1Cc1ccccc1	-1.4	0.2	-0.2	/	0.8	13.5	-2.3	2.8	-1.6
COc1ccccc1NC(=O)Nc1nc(C(N)C2CCCCC2)cs1 (stereo unspecified)	3.0	-1.3	-3.3	-2.0	0.6	17.7	/	6.7	/
COc1cc(C(c2sc3nc(C)nn3c2O)N2CCN(c3ccccc3)CC2)cc(OC)c1OC (stereo unspecified)	-2.1	-0.1	-0.3	-1.9	2.0	6.0	2.4	18.9	-0.1
CCN(CC)S(=O)(=O)c1cccc(NC(=O)COc2ccc(C#N)cc2OC)c1	4.6	0.5	i	/	/	14.3	-1.2	3.6	-1.4
S=c1[nH]nc(Nc2cccc(Cl)c2)s1	-0.3	0.3	-0.3	/	1.6	-6.3	-1.3	3.3	-0.5
CCN(CC)CC(=O)N1c2ccccc2CCc2ccc(NC(=O)c3cc(OC)c(OC)c(OC)c3)cc21	6.0	-1.5	-0.6	-4.1	-2.5	6.4	1.6	-7.9	1.1
O=C(CNC(=O)c1ccccc1F)OCn1nnc2ccccc2c1=O	-3.2	0.0	-0.6	2.0	0.9	3.1	-0.1	8.6	-0.6

Some of the entries so far, with two lines to a compound:
Results follow in this order: FBA Mtb inh | FadD28 FP inh | BH1578 lux ind | BioA inh | TcdB GH inh | GDH-TPI counter | UGM FP inh | Y pestis TopoI | PfHsp40 yeast
> CCOC(=O)c1c(NC(=O)CSc2nnc(-c3c[nH]c4ccccc34)n2CCOC)sc2c1CCCCC2
    -0.2 | -3.9 | -0.8 | -0.9 | 1.0 | 6.6 | -1.7 | 32.0 | 1.2
> CC(=O)c1ccc(OCC(O)CN2CCN(c3ccccn3)CC2)cc1 (stereo unspecified)
    0.6 | -3.8 | i | 2.5 | 0.4 | -3.4 | 0.0 | -4.3 | /

Two records drawn at random from the list so far:
canonical_smiles	FBA Mtb inh	FadD28 FP inh	BH1578 lux ind	BioA inh	TcdB GH inh	GDH-TPI counter	UGM FP inh	Y pestis TopoI	PfHsp40 yeast
O=C(CC(O)CCc1ccccc1)c1ccc(O)cc1 (stereo unspecified)	0.4	-4.3	-0.4	0.2	-0.2	2.9	/	3.6	-1.6
CC(=O)c1ccc(OCC(O)CN2CCN(c3ccccn3)CC2)cc1 (stereo unspecified)	0.6	-3.8	i	2.5	0.4	-3.4	0.0	-4.3	/

Further results.
canonical_smiles	FBA Mtb inh	FadD28 FP inh	BH1578 lux ind	BioA inh	TcdB GH inh	GDH-TPI counter	UGM FP inh	Y pestis TopoI	PfHsp40 yeast
O=C(OCC(F)(F)C(F)F)c1ccccc1C(=O)Oc1ccc(F)cc1F	-2.0	-3.0	i	/	/	-3.0	-2.0	11.9	0.4
CC(Sc1nc2cc(Cl)ccc2s1)C(=O)Nc1ccc2c(c1)OCO2 (stereo unspecified)	4.1	-0.3	-3.3	/	/	5.5	1.2	5.5	-1.1
c1ccc(-c2c[n+]3c(n2-c2ccccc2)CCC3)cc1	-1.1	-1.7	-0.3	0.8	0.7	-4.1	-0.7	-1.7	0.8
COc1ccc(-n2c(SCC(=O)Nc3ccccc3OC)nc(O)c(Cc3ccccc3)c2=O)cc1	1.6	-0.5	i	0.3	-1.8	6.5	8.0	1.6	0.4
CCCn1c(SCC(=O)NC(C)C23CC4CC(CC(C4)C2)C3)n[nH]c1=O (stereo unspecified)	3.2	-0.1	0.8	-0.6	/	13.1	-3.3	2.9	1.3
CCC(=NCc1ccco1)c1c(O)n(C2CCCCC2)c(=O)[nH]c1=O	-0.8	-2.7	-0.4	3.1	/	3.2	-0.3	7.4	2.5
Cn1nc(C(F)(F)F)c(-c2ccc(Br)cc2)c1NC(=O)CSCC(=O)O	-0.1	-1.5	0.0	/	0.7	2.0	2.6	-4.1	0.4
CSc1cccc(NC(=O)C2CCCN2S(=O)(=O)c2ccc(Br)s2)c1 (stereo unspecified)	-0.8	-4.0	-0.3	4.8	/	-5.2	1.4	-0.6	0.4
CCOc1ccc(N(CC(=O)NC2CCCCC2)S(=O)(=O)c2ccc(C)cc2)cc1	0.5	-0.9	-0.2	-1.6	1.1	9.6	-1.9	2.1	0.7
COc1cc(CN2CCN(c3cccc(C)c3C)CC2)cc(OC)c1O	-1.1	-3.3	-0.7	1.2	/	-1.8	1.1	10.4	-0.6
Cc1ccc(C(=O)Cn2cccn2)cc1	2.8	-2.9	-0.3	0.9	1.8	-2.5	-3.2	0.3	-0.8
CNCC[C@H](Oc1cccc2ccccc12)c1cccs1	1.8	-4.7	1.0	0.8	1.2	16.1	2.2&-1.2	-5.9	0.1
Cc1ccccc1OCCn1ccnc1	-0.8	-3.2	0.6	-1.4	0.3	-14.0	-2.6	-2.2	-1.5
C=CCc1cc(C(=O)N2CCCCC2)ccc1O	-0.6	-0.2	-0.7	-0.8	/	5.3	1.3	4.4	-1.1
O=C(CSc1nc2c([nH]c3ccccc32)c(=O)n1-c1ccccc1F)NCC1CCCO1 (stereo unspecified)	36.3*	1.0	0.8	1.7	1.4	1.4	2.6	16.3	-0.3
O=C(CCC(=O)Nc1ccccc1Cl)NNS(=O)(=O)c1ccc(Cl)cc1	1.9	-1.8	-5.0	-2.7	1.9	-0.3	1.6	2.5	-0.6
CCOc1ccc(NC(=O)CSc2nc(=O)n(Cc3cccnc3)c3c2CCC3)cc1	-0.5	-0.1	i	3.5	-1.3	-1.1	-1.1	15.4	-1.3
CN(C(=O)c1ccc(NC(=O)Cc2ccc(NC(=O)C3CCN(C(=O)C4CCCCC4)CC3)cc2)cc1)C1CC1	4.0	0.2	i	-1.0	0.5	8.3	-0.4	40.2	0.5
CCCc1nc2c3ccccc3ccn2c1Cc1cccc(Cl)c1	6.3	-7.8	/	0.8	0.2	/	/	/	/
CN(C(=O)c1cccs1)c1ccccc1C(=O)O	27.0*	1.1	-0.3	0.3	/	8.4	-0.9	2.4	0.8
CCNC(=O)C1CCCN(C(=O)c2ccc(OC)cc2OC)CC1 (stereo unspecified)	1.4	-0.5	0.9	-1.5	0.9	3.1	/	1.4	/
CCOC(=O)C(C)Oc1ccc2c(CC)cc(=O)oc2c1C (stereo unspecified)	31.3*	-1.1	2.0	-1.3	/	2.0	2.7	4.2	-0.9
C/C(=N\OC(=O)c1ccc(C)cc1)c1c(C)nc2cc(C)ccn12	15.5	-2.1	-3.1	/	-0.5	6.0	3.7	1.5	1.1
Cc1ccccc1S(=O)(=O)N1[C@@H](c2ccc(Cl)cc2)C(C(=O)O)=CC[C@H]1c1ccc(Cl)cc1	3.0	-9.3	-2.0	5.9	1.1	8.3	-1.8	10.7	4.4
COc1ccc(CC(NC(C)=O)C(=O)NC2CCN(S(=O)(=O)c3ccccc3)CC2)cc1OC (stereo unspecified)	0.1	0.3	-9.7	-0.1	/	3.8	3.0	11.6	-1.6
Cc1cc(N2CCN(C3CCCC3)CC2)n2c(nc3ccccc32)c1C#N	10.5	-3.0	-0.3	/	/	-4.3	1.7	-1.4	0.3
